# Screening results from PubChem BioAssay.
# HADH2 inh = qHTS Assay for Inhibitors of HADH2 (Hydroxyacyl-Coenzyme A Dehydrogenase, Type II) | 3-hydroxyacyl-CoA dehydrogenase type-2 (Homo sapiens), Q99714 | recombinant HADH2, NADH fluorescence, beta-hydroxybutyryl-CoA | Potency, µM (top dose mostly 57.1 µM), without a hit: at the top dose activity change, negative = inhibition, hits mostly inhibitors | 3.4% of 73,000 active | AID 886, 2007; also: potency is read from the fitted curve at half-maximal effect; % is scaled to controls: 0 for no effect and ±100 for the full control effect; nearly all actives have a fitted effect of over 60% in size; many of its hits are not listed in these tables
# Target sequence (Q99714 whole entry, looked up, one chain of several): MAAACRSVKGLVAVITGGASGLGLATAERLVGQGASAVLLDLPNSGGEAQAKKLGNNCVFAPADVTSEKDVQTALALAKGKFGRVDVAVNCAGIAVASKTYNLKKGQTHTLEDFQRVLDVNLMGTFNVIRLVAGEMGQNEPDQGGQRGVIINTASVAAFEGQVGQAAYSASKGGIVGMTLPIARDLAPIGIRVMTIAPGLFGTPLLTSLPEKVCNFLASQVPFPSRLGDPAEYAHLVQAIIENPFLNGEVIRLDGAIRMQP
#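 Buffer 100 mM Tris-HCl pH 9.0/0.01% Tween-20; HADH2 20 nM; NAD+ 1 mM; beta-hydroxybutyryl-CoA 90 uM (all final). 15 min cpd preincubation, RT.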
# ALOX15 inhib = qHTS Assay for Inhibitors of 15-hLO (15-human lipoxygenase); Polyunsaturated fatty acid lipoxygenase ALOX15 (Homo sapiens), P16050; purified 15hLO-1, xylenol orange hydroperoxide absorbance; Potency, µM (doses to about 57.1 µM), for inactives: at the top dose activity change, negative = inhibition, actives largely listed as inhibitors; 1.4% of 74,000 active; AID 887, 2007; also: potency is read from the fitted curve at half-maximal effect; % is scaled to controls: 0 for no effect and ±100 for the full control effect; nearly all actives have a fitted effect of over 55% in size
#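 Purified human 15hLO-1 (40 nM final) in 25 mM Hepes pH 7.5, 0.01% Triton X-100 was preincubated with compound 15 min at room temperature, then reacted 6 min with 50 uM arachidonic acid; hydroperoxide detected by Fe-XO, 573/405 nm absorbance ratio.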
# Ub-GFP proteasome = Ubiquitin-GFP Assay | 67,000 tested, under 10 active | Potency, µM (top dose mostly 45.9 µM), without a hit: at the top dose activation (GFP accumulation), most hits filed as activators | AID 526, 2006 | Ubiquitin-GFP reporter cells, proteasome inhibition, GFP fluorescence; response scale: untreated = 0%, 10 µM MG-132 = 100%; active = well fitted activation curve with a large enough effect, not every such curve was filed as active; inconclusive = small, poorly fitted or top-dose-only effect, or another doubt; inactive = no such curve, though single readings can be large or run the other way; also: potency is read from the fitted curve at half-maximal effect
#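 Proteasome block read as GFP accumulation: ubiquitin(G76V)-GFP U2OS cells exposed to compound (2.9 nM–46 uM) for 4 hr at 37 C. Normalization used untreated cells as 0% and 10 uM MG-132 as 100%; concentration-response curves fitted.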
# HBB splice mod = qHTS Assay for Modulators of Hemoglobin Beta Chain Splicing; AID 925, 2007; Potency, µM (doses to about 46.1 µM), for the others: at the top dose activation, usual class: activators; 0.06% of 65,000 active; HBB splicing reporter cell assay, activation; EGFP reporter with mutant IVS2-654 intron; response scale: normalised to 500 nM splice-correcting PNA; also: potency is read from the fitted curve at half-maximal effect; 0% is about no effect
#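 Compounds were applied for 2 days to HeLa EGFP-654 cells, 500/well in Optimem with 2% FCS. The reporter's EGFP is disrupted by mis-splicing of beta-globin intron IVS2-654. Readout: summed well GFP fluorescence from 488 nm laser scanning; reference was 500 nM antisense […] 654 PNA.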
# Hsp90 Hop PPI = qHTS Assay for Disrupters of an Hsp90 Co-Chaperone Interaction; Hsp90 C-terminal peptide / TPR2A (Hop) interaction, human; AlphaScreen TPR2A-His6 binding biotin-Hsp90 C-terminal peptide; Potency, µM (titrated, usually from 57 µM), for the others: at the top dose activity change, negative = inhibition; 0.44% of 71,000 active; active = well fitted curve in either direction with a large enough effect; inconclusive = small, poorly fitted or top-dose-only effect, or another doubt; also: potency is read from the fitted curve at half-maximal effect; % is scaled to controls: 0 for no effect and ±100 for the full control effect; many of its hits are not listed in these tables
# USP2a inh = qHTS Assay for Inhibitors of Ubiquitin-specific Protease USP2a | USP2a enzymatic assay, qHTS inhibition | 0.1% of 60,000 active | Potency, µM (doses to about 38.3 µM), for inactives: top-dose activity change, negative = inhibition, hits mostly inhibitors | Ubiquitin carboxyl-terminal hydrolase 2 (Homo sapiens), O75604;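 also: potency is read from the fitted curve at half-maximal effect; nearly all actives have a fitted effect of over 60% in size; plate controls were DMSO for no effect and NEM full inhibition control for full effect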
# Target sequence (O75604 whole entry, looked up): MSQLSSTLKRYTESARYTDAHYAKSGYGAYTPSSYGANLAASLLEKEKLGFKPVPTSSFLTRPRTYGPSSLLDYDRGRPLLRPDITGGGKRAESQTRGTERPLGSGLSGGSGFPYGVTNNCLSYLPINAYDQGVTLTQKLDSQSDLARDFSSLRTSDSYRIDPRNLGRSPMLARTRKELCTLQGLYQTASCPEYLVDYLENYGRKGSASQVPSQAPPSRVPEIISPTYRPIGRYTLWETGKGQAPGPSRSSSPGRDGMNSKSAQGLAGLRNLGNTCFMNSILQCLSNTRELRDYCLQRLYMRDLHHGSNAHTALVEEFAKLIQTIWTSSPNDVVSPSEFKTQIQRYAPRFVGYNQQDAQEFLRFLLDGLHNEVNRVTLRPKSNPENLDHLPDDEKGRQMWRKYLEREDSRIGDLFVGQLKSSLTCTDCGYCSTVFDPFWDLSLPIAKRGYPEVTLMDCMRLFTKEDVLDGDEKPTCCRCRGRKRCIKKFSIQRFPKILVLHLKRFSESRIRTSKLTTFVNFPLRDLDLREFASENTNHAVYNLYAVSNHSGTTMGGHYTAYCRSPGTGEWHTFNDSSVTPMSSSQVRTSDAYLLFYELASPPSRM
#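 Inhibition is measured in a cell-free coupled assay with 20 nM USP2 core, 20 nM Ub-PLA2 and 20 uM NBD C6-HPC, 2.5 h incubation. Activity normalized to NEM control.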
# BRCT inh red = qHTS Assay for Inhibitors of BRCT-Phosphoprotein Interaction (Red Fluorophore); BRCT-phosphopeptide binding, red fluorescence polarization; Potency, µM (doses to about 76.9 µM), without a hit: top-dose activity change, negative = inhibition, actives largely listed as inhibitors; 0.03% of 75,000 active; also: % is scaled to controls: 0 for no effect and ±100 for the full control effect
#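 Fluorescence polarization: 100 nM His-tagged BRCA1 BRCT with 100 nM TAMRA-labelled phospho-BACH1 decapeptide, phosphate buffer pH 7.3 with 150 mM NaCl, DTT, 0.01% Tween 20; 12 min RT. Binding inhibition seen as FP decrease.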
# CRE-bla Fsk = Cell signaling CRE-BLA (Fsk stim). Potency, µM (titrated, usually from 38.2 µM), for the others: at the highest dose activity change, negative = inhibition, hits mostly activators. CHO CRE-bla reporter (cAMP response element driving beta-lactamase), forskolin EC10, beta-lactamase ratio. 2.5% of 71,000 active; active = well fitted activation curve with a large enough effect in the signal ratio, with a control signal flat, not every such curve was filed as active; inconclusive = small, poorly fitted or top-dose-only effect, or effect the other way, or a change in a side signal; the % refers to the signal ratio; also: potency is read from the fitted curve at half-maximal effect; % of control where 0% means no effect
#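 AC50 values, positive or negative, reflect shifts in EC10 NKH 477-induced CRE-bla reporter activity in CHO cells. Incubation lasted 3 h at 37 °C before CCF4 substrate (2 h, room temperature) and ratiometric 460/530 nm reading.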
# Epigenetic mod = qHTS Assay for Epigenetic Modulators; mouse C127i GFP locus derepression, cytometry, 30 h; Potency, µM (series often up to 46.1 µM), without a hit: at the top dose GFP derepression (activation); 0.09% of 68,000 active; AID 597, 2007; also: % of control where 0% means no effect
#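 Derepression screen: silenced CMV-GFP reporter in murine C127i cells, 30 h compound incubation at 37 C, washed cells imaged by laser-scanning cytometer to enumerate GFP-expressing objects of 20 to 120 um.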
# BRCT PPI green = qHTS Assay for Inhibitors of BRCT-Phosphoprotein Interaction (Green Fluorophore); Breast cancer type 1 susceptibility protein (Homo sapiens), P38398; BRCA1 BRCT-phosphopeptide binding, green fluorescence polarization; Potency, µM (series often up to 76.9 µM), for the others: at the highest dose activity change, negative = inhibition, usual class: inhibitors; 0.05% of 75,000 active; AID 875, 2007;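 also: potency is read from the fitted curve at half-maximal effect; plate controls were peptide without protein for full effect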
#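 Fluorescence polarization: His-tagged BRCT (~35 kDa BRCA1 C-terminus, 250 nM) bound to 100 nM fluorescein-labeled phosphorylated 10-aa BACH1 peptide, pH 7.3 phosphate buffer with DTT and Tween 20. Compounds incubated 12 min at room temperature; inhibition read as lowered polarization.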
# Pol III holo inh = qHTS Assay for Inhibitors of DNA Polymerase III Holoenzyme System; 0.25% of 71,000 active; reconstituted DNA polymerase III holoenzyme replication, biochemical; Potency, µM (top dose mostly 57.1 µM), for the others: at the top dose activity change, negative = inhibition; also: potency is read from the fitted curve at half-maximal effect; % is scaled to controls: 0 for no effect and ±100 for the full control effect
#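 Reconstituted *E. coli* holoenzyme (0.35 nM Pol III, 1 nM beta, 154 nM SSB, 2 nM primase) was preincubated with compound for 15 min at RT. Synthesis on 1.4 nM ssM13Gori ran 35 min, then was stopped with PicoGreen/EDTA and read as dsDNA fluorescence.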
# * hit, by the source's call; ? = inconclusive; · = no result given; [ ] = another dose, or the depositor's remark. Unless noted, calls follow the shape of the dose curve; as a rule, active = well fitted curve in the direction sought with a large enough effect; inconclusive = small, poorly fitted or top-dose-only effect, or another doubt; inactive = no such curve, though single readings can be large; an effect the other way counts as inactive or inconclusive. These rows are one share of the data, so the mix of outcomes need not match the whole.
SMILES,HADH2 inh,ALOX15 inhib,Ub-GFP proteasome,HBB splice mod,Hsp90 Hop PPI,USP2a inh,BRCT inh red,CRE-bla Fsk,Epigenetic mod,BRCT PPI green,Pol III holo inh
CCOc1ccc(NCCC(=O)c2ccc3c(c2)OCO3)cc1,-19%,-5%,-14%,0.3%,-24%,-2%,-1.3%,1%,8%,1.9%,3%
O=C(NCCCN1CCOCC1)NC12CC3CC(CC(C3)C1)C2,5%,3%,15%,-3.9%,-3%,3%,0.7%,?,1%,-1.8%,0%
C=CCOc1c(Br)cc(CNn2nnnc2N)cc1OCC,1%,-2%,6%,0.2%,-2%,1%,-3.0%,3%,-3%,-0.4%,-7%
COc1ccc(OCc2nc(N)nc(Nc3cccc(C)c3C)n2)cc1,11%,12%,-9%,0.1%,-5%,3%,-1.6%,3%,?,-0.9%,-6%
COC(=O)c1c(C)[nH]c(C(C)=O)c1C,-5%,13%,-6%,6.0%[1.84 µM],-3%,4%,-0.6%,?,-2%,0.2%,-4%
COc1ccc(C(=O)c2coc3ccc(O)c(CN4CCOCC4)c23)cc1,4%,-2%,1%,-1.9%,-4%,·,0.6%,-13%,·,1.9%,-10%
O=C(c1ccc2c(c1)OCO2)N1CCc2ccccc2C1,-11%,-7%,·,4.4%[0.369 µM],-6%,5%,-1.0%,-5%,-2%,-2.8%,-7%
COc1ccccc1NC(=O)C1CC(=O)OC1c1ccccc1 (configuration not stated),-12%,11%,1%,1.7%[0.369 µM],-4%,1%,0.1%,1%,0%,-1.6%,2%
CCOC(=O)N1CCC(NC(=O)C2CCN(S(=O)(=O)N3CCC(C)CC3)CC2)CC1,8%,-4%,-3%,1.8%[57.5 µM],-2%,-4%,0.3%,2%,2%,-2.0%,-9%
CCc1nccn1S(=O)(=O)c1ccc(C)c(C)c1,-4%,-4%,-1%,·,3%,-5%,-0.4%,3%,0%,-2.0%,-3%
CCOc1ccc(Cc2nc(-c3nonc3N)no2)cc1OCC,3%,-11%,-8%,-0.3%,-7%,13%,-0.1%,?,4%,0.0%,-4%
Cc1ccccc1N1CCN(S(=O)(=O)C[C@@]23CC[C@H](C[C@H]2NC(=O)[C@@H](N)CCS(C)(=O)=O)C3(C)C)CC1,-9%,-3%,0%,0.2%,-9%,17%,1.1%,-12%,-1%,-1.5%,-4%
Cc1ccc(NC(=O)c2cc(S(=O)(=O)N3CCOCC3)ccc2F)c(C)c1,6%,3%,2%,-0.1%[57.5 µM],3%,-7%,-4.3%,0%,0%,0.1%,3%
O=C1C/C(=C/NCc2ccccc2)C(=O)N1,-2%,5%,-9%,-3.5%,-2%,-3%,2.3%,-1%,4%,-1.0%,1%
CC(=O)N(Cc1cc2c(C)cc(C)cc2[nH]c1=O)C1CCCCC1,-15%,0%,-5%,·,-3%,14%,0.4%,?,1%,1.0%,-6%
CCOC(=O)Cc1nn(C)c(=O)c2ccccc12,-5%,5%,-2%,·,0%,0%,-1.3%,11%,1%,-0.7%,4%
CC(OCc1ccccc1)C(NC(=O)OC(C)(C)C)C(=O)NCC1CCCO1 (configuration not stated),20%,7%,1%,·,-1%,4%,0.5%,-1%,2%,-2.0%,-2%
COc1ccc(C)cc1Cn1c(S(C)(=O)=O)nc2ccccc21,4%,-8%,-3%,-0.4%,-4%,17%,0.7%,4%,2%,0.6%,1%
O=C(NCc1ccccn1)c1ccc(/C=N/O)nc1,12%,99%[activator],-2%,-0.7%,?,-6%,-2.3%,-6%,0%,0.9%,-17%
COCCCn1c(SCC(=O)Nc2nnc(C)s2)nnc1-c1ccoc1C,0%,15%,-5%,-0.5%[57.5 µM],-6%,1%,1.1%,?,0%,-2.7%,-2%
COc1ccc(NC(=O)CSC2CCCCC2)cc1,-4%,7%,-4%,-1.4%,-4%,-9%,1.8%,5%,5%,-0.4%,-4%
O=[N+]([O-])c1ccc2c(N=Nc3ccc4ccccc4c3O)c(O)cc(S(=O)(=O)O)c2c1,2.5µM*,3.2µM*,-3%[9.17 µM],-0.9%[9.22 µM],?,·,-3.2%[15.4 µM],-6%[7.6 µM],-2%[9.22 µM],-1.9%[15.4 µM],-19%[11.4 µM]
CCOC(=O)c1[nH]c(C)c(C(=O)Nc2ccccc2F)c1C,3%,-12%,-6%,-0.1%,-3%,12%,-0.1%,?,6%,4.0%,-1%
CCCn1c(=N)n(CC(O)COc2cccc(C)c2)c2ccccc21 (configuration not stated),6%,-3%,-4%,-0.5%[57.5 µM],-7%,6%,0.1%,-8%,6%,-3.0%,2%
C=CCn1c(C)cc(C(=O)COC(=O)C2CC(=O)N(Cc3ccccc3)C2)c1C (configuration not stated),4%,7%,-4%,0.0%[57.5 µM],-5%,3%,0.6%,-1%,0%,-0.8%,5%
O=C(O)CCS(=O)(=O)c1cccc2cccnc12,1%,2%,8%,-0.7%,-1%,-2%,1.7%,4%,0%,-3.9%,-1%
NC(N)=[N+]1CCc2ccccc2C1,?,-2%,1%,3.0%,?,7%,2.8%,-2%,-1%,-2.0%,2%
CCCN1CCN(CCCNC(=O)Cn2cc3c(n2)CCCC3)CC1,4%,4%,6%,-0.2%,-4%,·,0.1%,-1%,6%,-1.9%,-6%
CCCCCCn1c(-c2ccco2)nc2oc3cc(OC)ccc3c(=O)c2c1=O,-1%,-26%,-3%,-1.0%[57.5 µM],-2%,31%[activator],-0.9%,?,2%,-2.0%,7%
CN(C)C=Nc1nonc1-c1ncn[nH]1,7%,-3%,5%,2.6%[1.84 µM],0%,12%,-0.1%,?,-2%,-0.5%,-5%

# A draw from above in order of molecular weight, ascending.
SMILES,HADH2 inh,ALOX15 inhib,Ub-GFP proteasome,HBB splice mod,Hsp90 Hop PPI,USP2a inh,BRCT inh red,CRE-bla Fsk,Epigenetic mod,BRCT PPI green,Pol III holo inh
NC(N)=[N+]1CCc2ccccc2C1,?,-2%,1%,3.0%,?,7%,2.8%,-2%,-1%,-2.0%,2%
CN(C)C=Nc1nonc1-c1ncn[nH]1,7%,-3%,5%,2.6%[1.84 µM],0%,12%,-0.1%,?,-2%,-0.5%,-5%
O=C(O)CCS(=O)(=O)c1cccc2cccnc12,1%,2%,8%,-0.7%,-1%,-2%,1.7%,4%,0%,-3.9%,-1%

# Remaining list, next part
SMILES,HADH2 inh,ALOX15 inhib,Ub-GFP proteasome,HBB splice mod,Hsp90 Hop PPI,USP2a inh,BRCT inh red,CRE-bla Fsk,Epigenetic mod,BRCT PPI green,Pol III holo inh
Cc1noc(/C=C/N(C)C)c1S(=O)(=O)N1CCCC(C(=O)NCc2cccs2)C1 (configuration not stated),-18%,-8%,-5%,-0.2%,-15%,·,0.0%,-6%,-7%,-2.7%,1%
Cc1ccc(C(=O)NCCCCNC(=O)c2ccc(C)o2)o1,3%,11%,28%,-0.2%[9.22 µM],-5%,0%,0.0%,-5%,0%,1.3%,-1%
CC(C(=O)Nc1ccccc1C(=O)N1CCCC1)n1nnc2ccccc21 (configuration not stated),?,-16%,4%,3.1%,-2%,5%,-0.1%,-5%,1%,0.5%,-3%
CNC(=O)CN1C(=O)CSc2nc(C)cc(C)c21,6%,-30%,0%,1.7%,1%,·,1.0%,-7%,0%,-2.7%,-2%
Cc1cc(=O)[nH]c(SCC(=O)Nc2ccc(Br)cn2)n1,-7%,3%,-8%,0.6%,-6%,-3%,0.1%,?,3%,-0.6%,-8%
Cc1ccccc1-c1nc(CN2CCC(C(=O)N3CCN(c4ccccn4)CC3)CC2)c(C)o1,-1%,-2%,-10%,-0.2%,-3%[2.3 µM],·,0.4%,-12%,·,0.0%,2%
